High-throughput results (PubChem BioAssay)
M1 PAM parental = M1 PAM counterscreen hit in parental CHO-K1 cells; ATP EC20, Fluo-8 calcium fluorescence; 0% at ATP EC20, 100% at ATP max; activation, % at 3 µM; 0.02% of 360,000 active; AID 602247;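 active = activation above the run cutoff, the mean activation of all test compounds plus 3 SD, cut at about 40% in these data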;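 note: peak over basal fluorescence ratio in a 140 s read after ATP addition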
CHO-K1 Ca ag = counter-screen for M1 agonists: effect in parental CHO-K1 cells; AID 602248; activation, % at 3 µM; Fluo-8 calcium fluorescence; scaled to maximal ATP response, vehicle zero; 0.48% of 360,000 active; in the data active = activation above about 15%;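 note: untransfected CHO-K1 host cells lacking M1 receptor as counterscreen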
M1 ag = activates human CHRM1 receptor; CHO-K1 hM1, Fluo-8 calcium fluorescence, agonist mode; 0% DMSO, 100% acetylcholine EC100; P11229; 0.33% of 360,000 active; activation, % at 3 µM; AID 588814;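 active = activation above the run's mean compound activation plus 3 SD, cut at about 16% in these data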;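 note: peak over basal fluorescence ratio within a 140 s kinetic read after compound addition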
CHO parental Ca = signal in parental CHO cells, OX1R antagonist counter-screen; parental CHO-K1, ATP-induced calcium, Fluo-8 fluorescence; inhibition, % at 5.6 µM; 0.63% of 330,000 active; AID 463079;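 active = inhibition above that plate's mean sample inhibition plus 3 SD, cut at about 26% in these data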;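 note: 0% = ATP-challenged DMSO wells and 100% = DMSO wells without ATP; some compounds past the cut are filed as inactive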
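Test system: untransfected parental CHO cell line; also added: ATP stimulus; dosing: 5.6 µM, single dose; signal: calcium-sensitive Fluo-8 fluorescence; measure: percent inhibition of ATP-evoked calcium rise, normalized to controls; benchmarks: low control ATP plus DMSO, high control DMSO only; replication: one well per compound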
V1R ag counter = activates human V1a receptor in oxytocin agonist counter-screen; CHO-V1R cells, Fluo-8 calcium fluorescence, agonist mode; 0% DMSO, 100% 3 nM vasopressin; AID 2797; activation, % at 3 µM; 0.25% of 320,000 active; P37288;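 active = activation above the mean activation of all tested compounds plus 3 SD, per screening run, cut at about 20% in these data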;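 note: signal is peak over basal fluorescence ratio across a 100 second FLIPR read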
Target sequence (P37288 whole entry, looked up): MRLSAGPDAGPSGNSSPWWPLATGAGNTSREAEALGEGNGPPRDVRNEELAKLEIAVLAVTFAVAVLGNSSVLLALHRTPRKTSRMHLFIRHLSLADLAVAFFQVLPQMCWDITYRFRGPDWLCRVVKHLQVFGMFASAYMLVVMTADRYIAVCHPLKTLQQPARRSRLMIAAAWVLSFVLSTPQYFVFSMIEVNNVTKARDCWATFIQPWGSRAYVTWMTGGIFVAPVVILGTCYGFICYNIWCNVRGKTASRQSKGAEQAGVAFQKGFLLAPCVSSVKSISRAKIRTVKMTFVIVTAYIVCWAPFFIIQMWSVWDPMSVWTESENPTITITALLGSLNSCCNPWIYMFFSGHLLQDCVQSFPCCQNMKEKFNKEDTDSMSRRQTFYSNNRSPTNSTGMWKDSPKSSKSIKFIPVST
CHO-K1 Ca antag = counter-screen for M1 antagonists: effect in parental CHO-K1 cells. ATP-induced calcium, Fluo-8 fluorescence. inhibition, % at 3 µM. 0.6% of 360,000 active;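 active = inhibition above a per-plate cutoff, the plate's mean sample inhibition plus 3 SD, cut at about 24% in these data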;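 note: 0% = DMSO plus EC80 ATP and 100% = DMSO alone without ATP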
OXTR potentiate = potentiators of human oxytocin receptor. P30559. CHO-OTR cells, Fluo-8 calcium fluorescence, potentiator mode; 0% = oxytocin EC15, 100% = EC100. activation, % at 3 µM. 0.061% of 320,000 active;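 active = activation above that plate's cutoff, the mean activation of tested compounds plus 3 SD, cut at about 6.6% in these data, passing the limit was not always enough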;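 note: 100% uses oxytocin at 75 nM as the full agonist control; some results filed as inactive read as strong as hits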
Target sequence (P30559 whole entry, looked up): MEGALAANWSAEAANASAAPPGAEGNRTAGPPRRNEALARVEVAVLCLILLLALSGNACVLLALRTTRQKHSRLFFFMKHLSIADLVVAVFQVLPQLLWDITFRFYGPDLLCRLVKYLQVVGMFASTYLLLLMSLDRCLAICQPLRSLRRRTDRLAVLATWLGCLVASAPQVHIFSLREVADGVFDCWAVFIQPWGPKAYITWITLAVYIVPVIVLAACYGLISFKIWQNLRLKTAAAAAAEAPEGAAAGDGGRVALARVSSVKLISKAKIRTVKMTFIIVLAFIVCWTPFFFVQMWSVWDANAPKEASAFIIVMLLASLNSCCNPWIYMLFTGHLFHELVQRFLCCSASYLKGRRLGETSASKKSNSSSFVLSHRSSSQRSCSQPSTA
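System: human OTR in CHO cells; Also added: sub-maximal oxytocin, roughly EC15; Timing: compound 6 min at room temperature before oxytocin, 100 s read; Technique: Fluo-8 intracellular calcium fluorescence, ex 470-495, em 515-575 nm; Controls: oxytocin EC15 low and EC100 high; Replication: singlicate.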
TAAR1 agonist = human TAAR1 agonism. Q96RJ0. CHO RD-HGA16 TAAR1, Fluo-8 calcium fluorescence; vehicle wells 0%, saturating PEA agonist 100%. activation, % at 3 µM. 0.99% of 360,000 active. AID 624467;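 active = activation above the mean activation of all test compounds in the run plus 3 SD, cut at about 38% in these data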
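Test system: RD-HGA16 (CHO) cells co-expressing Gα16 and hTAAR1 | Doses: Single dose, 3 µM | Schedule: 17-24 h seeding, 75 min 37 °C dye, 30 min RT | Evaluation: % activation from peak over basal fluorescence ratio, DMSO-to-PEA scaled | Technique: Kinetic Fluo-8 calcium fluorescence | Benchmarks: Low control DMSO, high control PEA (EC100)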
TAAR1 antag = human TAAR1 antagonism; AID 624466; CHO RD-HGA16 TAAR1, Fluo-8 calcium fluorescence, antagonist; Q96RJ0; 1.5% of 360,000 active; inhibition, % at 3 µM;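 active = inhibition above a per-plate cutoff, the mean inhibition of test compounds on that plate plus 3 SD, cut at about 49% in these data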;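 note: 0% = DMSO plus EC80 beta-PEA response and 100% = DMSO alone without agonist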
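Test system – hTAAR1-expressing CHO RD-HGA16 cells, Gα16-coupled · Also added – β-PEA at EC80 concentration, post-compound challenge · Compound – 3 µM, single point · Incubation – dye loading 75 min at 37 °C, then 30 min room temperature · Measured by – Fluo-8 intracellular calcium dye fluorescence, real-time kinetic reads · Benchmarks – vehicle and agonist controls · Replicates – singlicate, one well per test compound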
Numbers without * were called inactive; / = not tested or not shown. Random draw from the library. About 3.3% of those tested had a hit in this group.

SMILES | M1 PAM parental | CHO-K1 Ca ag | M1 ag | CHO parental Ca | V1R ag counter | CHO-K1 Ca antag | OXTR potentiate | TAAR1 agonist | TAAR1 antag
CCOC(=O)c1c(NC(=O)CSc2nc3ccccc3s2)sc(C)c1C | -2.8 | 0.4 | -1.6 | -21.7 | 0.2 | 12.4 | -1.3 | 5.5 | 0.5
COc1cccc(-c2nc(NCC3CCCO3)c3ccccc3n2)c1O (centres undefined) | -2.5 | 4.3 | -3.3 | -13.3 | -1.0 | 6.2 | -8.7 | 12.6 | 44.8
COc1ccc(C2=CC(c3cc(OC)c(OC)c(OC)c3)NC(=S)N2)cc1 (centres undefined) | -1.5 | 0.3 | 0.1 | -11.7 | 0.0 | 4.2 | -0.1 | 6.5 | 11.2
O=C(CCN1C(=O)C2C3C=CC(C3)C2C1=O)N1CCN(c2ccccn2)CC1 (centres undefined) | 15.3 | 1.1 | -3.6 | -11.3 | 0.9 | -10.0 | -4.9 | 11.0 | 0.9
Cc1ccc(CS(=O)Cc2ccc(C(=O)NCCc3ccccc3)o2)cc1 (centres undefined) | 6.0 | 1.3 | -2.7 | -32.6 | 0.3 | 2.6 | -10.8 | 8.8 | -12.4
CCOc1ccc(/C(C)=N/N2C(=O)C(CC(=O)Nc3ccc(OC)cc3[N+](=O)[O-])SC2=Nc2cccc(C)c2C)cc1 (centres undefined) | 22.4 | 0.3 | -1.6 | -2.9 | -0.3 | -5.1 | -3.3 | 3.2 | -7.0
O=C1CC(c2ccc(O)cc2)Oc2cc(O)ccc21 (centres undefined) | -11.4 | 1.5 | 2.8 | 6.0 | 2.4 | 8.2 | -4.7 | 3.3 | 8.4
COCCNC(=O)COc1cccc2c1OC(C)(C)C2 | 12.1 | 0.2 | -2.2 | -15.0 | -0.4 | -11.6 | -9.7 | 11.5 | -7.7
CCOc1ccc2nc(SCC(=O)NCc3ccc(S(N)(=O)=O)cc3)[nH]c2c1 | -16.8 | -0.1 | 5.5 | -4.8 | 0.3 | 9.6 | 2.2 | 7.5 | -9.6
COc1ccccc1C(=O)N/C(=C\c1cn(S(=O)(=O)N(C)C)c2ccccc12)C(=O)N1CCOCC1 | 3.2 | 0.6 | 1.6 | 5.2 | 0.3 | -1.7 | -8.7 | 1.1 | -5.7
CCOCC(=O)Nc1ccccc1C(=O)O | 17.8 | 0.3 | -3.1 | 0.5 | 0.7 | -9.7 | -2.5 | 3.5 | -5.2
Cc1cc(NC(=O)CSc2cn(CCNC(=O)c3ccc(Cl)cc3)c3ccccc23)no1 | 19.5 | 3.6 | -5.2 | -12.6 | 1.5 | -0.8 | -7.5 | 2.8 | 29.2
COc1ccc2c(c1)oc(=O)c1ccccc12 | 15.4 | 1.1 | -6.9 | -16.3 | 0.0 | -0.4 | -0.6 | 1.3 | 8.9
CCCCCSc1nc(O)cc(=O)[nH]1 | 12.3 | -0.5 | -2.8 | 2.8 | -1.0 | -7.7 | -14.3 | 10.2 | -6.8
CCOC(=O)C1CCN(Cc2c(O)ccc3ccccc23)CC1 | 10.2 | 0.6 | -1.5 | -14.2 | 1.0 | -12.7 | -0.5 | -0.1 | 10.8
COCCCNC(=O)CCCOc1ccccc1 | 12.1 | 0.5 | 0.3 | 1.2 | -0.1 | -17.9 | 1.9 | 4.3 | -21.5
COc1ccc(NC(=O)c2cn(CCC#N)nc2-c2cc3ccccc3o2)cc1 | 25.0 | 3.0 | -2.1 | -7.4 | 5.0 | -6.7 | -20.1 | 4.7 | 8.6
Cc1cc(=O)oc2cc(OCC(=O)OCC(=O)N3CCc4ccccc43)ccc12 | 26.8 | 6.2 | -2.4 | -19.5 | 3.4 | -6.6 | -3.5 | 1.0 | -10.5
C/C(=N/NC(=O)C1CCCC1)c1ccc(NC(=O)C(F)(F)F)cc1 | 15.4 | 0.4 | -1.0 | -2.4 | -0.5 | -4.2 | -4.3 | -0.9 | -18.3
CSCCC(NC(=O)c1ccco1)C(=O)NC1CCCCCC1 (centres undefined) | 3.3 | 0.8 | -3.7 | -17.1 | -1.2 | -6.7 | -4.6 | -0.2 | 3.6
CC(SCc1ccccc1)C(=O)Nc1ccccc1F (centres undefined) | / | / | / | -16.4 | -1.4 | / | -1.0 | 7.0 | -9.3
CCN(CC)c1ccc(NC(=O)c2cccc(OC)c2)c(C)c1 | 5.8 | 0.3 | -4.8 | -18.0 | -0.6 | -2.8 | -2.9 | 12.3 | -4.0
COc1ccc(/C=N/OCc2ccccc2C#N)c(OC)c1 | 7.5 | 0.2 | -4.6 | -33.8 | 0.5 | -12.8 | -11.9 | 6.6 | -1.6
Cc1ccccc1N(CC(=O)NCc1ccccc1)C(=O)CCC(=O)Nc1nccs1 | -6.0 | 2.2 | -1.1 | 2.7 | -0.2 | -4.7 | -7.7 | 2.8 | -0.8
Cc1cccc(N(CC(=O)N2CCOCC2)S(C)(=O)=O)c1 | 4.4 | 0.0 | -3.0 | 8.2 | 0.5 | -2.5 | -2.9 | 0.3 | 3.4
CN(C(=O)CSc1nnnn1-c1ccc(O)cc1)C1CCCCC1 | 7.4 | 0.9 | 0.2 | -14.8 | 1.8 | -11.1 | -1.4 | 2.7 | -8.2
Cc1cc(/C=N/NC(=O)CC2(C)OCCO2)c(C)n1-c1ccc(Cl)c(Cl)c1 | 10.0 | 0.9 | 0.0 | -36.5 | 8.2 | 0.5 | -20.9 | 31.5 | -4.9
O=C(CNC(=O)c1cccs1)N/N=C/c1ccc(O)cc1O | 5.4 | 0.6 | -8.2 | -3.0 | -0.8 | -8.4 | -2.3 | 10.6 | 4.2
CN(Cc1cc2ccccc2[nH]c1=O)C(=O)c1cccs1 | 17.9 | 3.6 | -5.6 | -11.3 | 1.3 | -9.6 | -4.0 | 8.2 | 14.0
Cc1ccc(C2=NS(=O)(=O)N(C)C(C(=O)Nc3ccc4c(c3)OCO4)=C2)cc1 | 9.5 | 4.1 | 1.1 | 9.6 | 8.8 | -4.3 | -10.4 | 4.8 | 14.0
O=C(C1CCCN1S(=O)(=O)c1cccc2cccnc12)N1CCc2ccccc21 (centres undefined) | 6.3 | 0.3 | -3.3 | -2.2 | 0.6 | -2.2 | -3.9 | 1.5 | -9.1
CC(C)CCCCCCCCCCCCC(=O)NCC(=O)NC1C(C)OC(Nc2ncnc3nc[nH]c23)C(O)C1O (centres undefined) | 9.0 | -0.5 | -1.5 | / | / | -0.1 | / | 0.5 | 12.3
CC(=O)NC(c1ccc(F)cc1)c1cccnc1 (centres undefined) | 4.3 | 0.2 | -2.9 | -10.8 | -0.6 | -9.1 | -10.5 | -0.4 | 14.0
CCCS(=O)(=O)c1nc(S(=O)(=O)c2ccc(C)cc2)c(NCCCN2CCCC2=O)s1 | 2.6 | 0.4 | -7.9 | -21.9 | -0.6 | -13.3 | -18.4 | 0.8 | -0.7
COc1ccccc1N1CCN(C(=O)c2ccc3[nH]c(C)c(C)c3c2)CC1 | -17.3 | 2.7 | -0.2 | -13.9 | 9.4 | -11.5 | -6.3 | 9.3 | 7.5
COc1ccc(-c2c(Sc3ccccc3)c3cc(-c4ccc5c(c4)OCO5)ccc3n2C)cc1 | 22.1 | 2.0 | / | / | / | -14.5 | / | 2.4 | -0.7
C[C@@H]1NC(=O)c2cc([N+](=O)[O-])cc(F)c2NCCC[C@@H](C(N)=O)NC(=O)[C@H](CC(N)=O)NC1=O | 3.8 | 0.1 | -2.3 | -7.5 | -0.6 | 2.1 | -8.1 | 7.4 | 9.3
c1ccc(-c2noc(C34CC5CC(CC(C5)C3)C4)n2)nc1 | 8.6 | 0.1 | 1.8 | 4.9 | -1.3 | -15.0 | -7.9 | 22.1 | -1.5
COc1ccc(CN2C(=O)c3ccccc3C2c2nnnn2Cc2ccccc2)cc1 (centres undefined) | 21.7 | 1.5 | / | / | / | -23.6 | / | -1.2 | 4.1
CC(C)(C)OC(=O)CNC(=O)c1[nH]cnc1C(=O)N[C@@H](Cc1ccccc1)C(=O)OC(C)(C)C | -18.1 | 0.7 | -3.5 | -30.3 | -0.2 | 6.2 | -9.1 | 7.2 | 27.5
CC1=C(C(=O)N2CCOCC2)CC(CC(=O)NC2CC2)C(=O)N1Cc1ccccc1 (centres undefined) | 1.3 | -0.7 | 2.6 | / | / | -3.7 | / | 2.2 | -6.9
O=C(NCCc1ccc(F)cc1)c1cccc(NC(=O)c2ccccc2)c1 | -3.1 | 4.6 | -3.0 | 6.4 | 1.8 | 11.8 | -7.0 | 14.0 | 60.9*
Cc1[nH]c(=O)nc(NN=Cc2ccc(Cl)cc2)c1C(=O)Nc1ccc(Cl)cc1 | 16.2 | 1.0 | -2.8 | / | / | -10.3 | / | 0.0 | -16.9
CCOC(=O)c1ccc(NC(=O)COc2coc(CN3CCc4ccccc43)cc2=O)cc1 | 3.3 | 2.1 | -2.4 | -10.6 | -0.8 | -7.2 | 3.8 | 0.5 | -11.0
CCCCC(=O)Nc1nnc(S(=O)(=O)N2CCCCCC2)s1 | 1.4 | 5.2 | -2.1 | -14.7 | 0.4 | 1.7 | -2.1 | 0.0 | 6.3
Cn1c(=NC(=O)c2ccc3c(c2)OCCO3)sc2cc(S(C)(=O)=O)ccc21 | -7.0 | 3.3 | -3.5 | -1.1 | 0.6 | -10.1 | -1.3 | 8.2 | -11.6
N#Cc1ccc(CN2C(=O)NC3(CCCCCC3)C2=O)cc1 | 6.0 | 2.0 | -3.4 | -1.6 | 2.8 | 0.3 | -14.5 | 4.8 | 16.8
CCC(C)(C(=O)NC1CCCCC1)N(Cc1ccco1)C(=O)CNC(=O)c1ccccc1 (centres undefined) | -4.8 | 0.0 | 4.9 | -10.7 | -1.1 | 12.3 | -5.6 | 0.5 | -2.9
CCC1(c2ccccc2)NC(=O)N(CC(=O)Nc2ccc(S(=O)(=O)N3CC(C)CC(C)C3)cc2)C1=O (centres undefined) | 15.6 | 1.6 | -4.5 | -6.3 | -0.4 | -16.9 | -7.3 | 1.2 | -48.1
